BoNT A protease: blocks Botulinum neurotoxin A light chain protease; multiplex microsphere protease substrate cleavage, flow cytometry; inhibition, % at 10 µM; hit rate 0.17% among 360,000; AID 588499; note: plate controls were buffer without enzyme for full effect and enzyme alone for no effect
TcdB inh: TcdB glycohydrolase inhibition. AID 652162. hit rate 0.24% among 350,000. TcdB glycohydrolase enzymatic assay, plate reader. inhibition, % at 9.99 µM. P18177; in the data active = inhibition above about 10%
Y pestis TopoI: Y. pestis Topo-I inhibition via cleavage products; Y. pestis Topo-I cleavage product accumulation, plate reader; activity, % at 10 µM; hit rate 0.064% among 360,000; in the data active = activity above about 50%, passing the limit was not always enough; note: inactives centre near 2
PrPC TRFRET: inhibitors of human cell surface prion protein PrPC | hit rate 0.43% among 370,000 | TR-FRET read-out | P04156 | inhibition, % at 13.8 µM; in the data active = inhibition above about 24%; note: 0% = median of the test wells and 100% = reference compound wells
Anthrax LF inh2: anthrax lethal factor protease inhibition; P15917; hit rate 0.12% among 360,000; inhibition, % at 10 µM; multiplex microsphere protease cleavage assay, LF; note: plate controls were buffer without enzyme for full effect and enzyme alone for no effect
Target sequence (P15917 whole entry, looked up): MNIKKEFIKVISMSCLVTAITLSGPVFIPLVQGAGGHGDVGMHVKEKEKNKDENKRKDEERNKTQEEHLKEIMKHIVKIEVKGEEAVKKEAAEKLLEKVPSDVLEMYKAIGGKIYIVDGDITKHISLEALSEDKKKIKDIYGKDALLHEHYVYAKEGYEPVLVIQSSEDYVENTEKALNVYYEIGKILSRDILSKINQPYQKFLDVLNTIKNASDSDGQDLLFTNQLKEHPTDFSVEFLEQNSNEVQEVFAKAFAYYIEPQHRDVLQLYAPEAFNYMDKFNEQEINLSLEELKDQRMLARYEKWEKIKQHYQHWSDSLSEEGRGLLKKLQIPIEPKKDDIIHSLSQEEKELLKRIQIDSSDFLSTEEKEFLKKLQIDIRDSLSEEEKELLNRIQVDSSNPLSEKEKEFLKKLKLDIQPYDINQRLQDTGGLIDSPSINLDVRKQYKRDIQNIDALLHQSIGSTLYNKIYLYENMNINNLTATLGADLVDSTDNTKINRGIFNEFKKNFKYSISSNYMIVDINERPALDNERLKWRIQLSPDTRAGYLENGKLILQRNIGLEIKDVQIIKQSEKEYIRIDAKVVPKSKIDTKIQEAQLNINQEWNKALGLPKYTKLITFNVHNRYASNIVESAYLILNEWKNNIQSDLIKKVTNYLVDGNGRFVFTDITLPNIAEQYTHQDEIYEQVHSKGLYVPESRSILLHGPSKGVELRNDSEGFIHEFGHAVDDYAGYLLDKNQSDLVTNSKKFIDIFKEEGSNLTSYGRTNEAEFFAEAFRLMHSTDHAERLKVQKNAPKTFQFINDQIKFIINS
SARS 3CLpro inh: SARS-CoV 3CLpro protease inhibition | recombinant SARS-CoV 3CLpro, quenched FRET peptide cleavage | inhibition, % at 6 µM | hit rate 0.14% among 290,000 | AID 1706; in the data active = inhibition above about 12%
PriA SSB inh: K. pneumoniae PriA-SSBct interaction inhibition. inhibition, % at 33 µM. hit rate 0.6% among 430,000. AlphaScreen SSBct-PriA binding, biotinylated peptide. AID 1272365; in the data active = inhibition mostly above about 37%, no sharp cut-off; inactive = mostly below about 20%;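 note: plate controls were negative control peptide for no effect and reference peptide for full effect; strong numbers were not always called active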
BH1578 lux ind: quorum light induction in luxS cqsA deficient V. cholerae | V. cholerae BH1578 lux reporter, luminescence, 6 h | activation, % at 18.7 µM | AID 588436 | hit rate 0.16% among 350,000; in the data active = activation mostly above about 9.7%, no sharp cut-off; note: not every result past the cut was called active; inactives centre near 0; reference of the scale not given here
PfHsp40 yeast: compounds rescuing yeast from Plasmodium falciparum HSP40 toxicity | S. cerevisiae expressing PfHsp40, growth rescue, ATP luminescence | hit rate 0.68% among 340,000 | growth rescue, % at 12.5 µM; in the data active = growth rescue above about 28%, passing the limit was not always enough;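 note: yeast W303a lacking pdr1 and pdr3 grown in galactose medium; growth measured after three days at 30 °C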
Numbers without * were called inactive; i = inactive; . = not tested or not shown; & = joins results of further samples. Cut-off read from the data, not from the text of the source, unless noted: active = inhibition above about 30%; inconclusive = no clear call, values can overlap the other calls; inactive = below that. A portion of the library; the hit share may differ from the screen's.

1: CC(=O)Nc1ccc(-c2ccnc3c2CC(C(=O)Nc2cccc(C(F)(F)F)c2)O3)cc1 (stereo unspecified)
2: O=C(Nc1cccnc1)c1sc(Nc2ccccc2)nc1-c1ccccc1
3: CC1Cc2ccccc2N1CC(=O)NC(=O)NC(C)(C)C (stereo unspecified)
4: COc1cccc(NC(=O)CSCc2cc(=O)n3ccsc3n2)c1
5: CC1=NN(c2ccccc2)C(=O)/C1=C/c1c(O)[nH]c(=O)[nH]c1=O
6: COc1ccc(C2/C(=C(/O)c3ccc(Br)cc3)C(=O)C(=O)N2C)cc1OC (stereo unspecified)
7: Cc1ccc2nc(N/N=C\c3ccc([N+](=O)[O-])o3)nc(-c3ccccc3)c2c1
8: CCN(CC)CC(=O)Nc1sc2c(c1C(=O)c1ccccc1OC)CCC2
assay / compound	1	2	3	4	5	6	7	8
BoNT A protease	-0.6	-0.3	3.6	-1.4	-0.4	0.2	0.6	-1.3
TcdB inh	1.4	0.7	0.2	1.2	-1.8	0.1	.	0.1
Y pestis TopoI	-18	2	-6	1	3	1	-11	26
PrPC TRFRET	-12	-8	-1	.	4	-1	1	-2
Anthrax LF inh2	-10	0	9	-1	-5	-12	1	-4
SARS 3CLpro inh	.	-2	2	-6	3	10	2	2
PriA SSB inh	.	-26	32	3	.	.	.	14
BH1578 lux ind	i	0.6	2.9	-0.3	-0.3	-0.3	i	i
PfHsp40 yeast	.	0.9	-2.2	-0.8	0.3	-0.4	0.6	-0.8

Filtered by structure: those above with four or more nitrogen atoms (three)
2: O=C(Nc1cccnc1)c1sc(Nc2ccccc2)nc1-c1ccccc1
5: CC1=NN(c2ccccc2)C(=O)/C1=C/c1c(O)[nH]c(=O)[nH]c1=O
7: Cc1ccc2nc(N/N=C\c3ccc([N+](=O)[O-])o3)nc(-c3ccccc3)c2c1
assay / compound	2	5	7
BoNT A protease	-0.3	-0.4	0.6
TcdB inh	0.7	-1.8	.
Y pestis TopoI	2	3	-11
PrPC TRFRET	-8	4	1
Anthrax LF inh2	0	-5	1
SARS 3CLpro inh	-2	3	2
PriA SSB inh	-26	.	.
BH1578 lux ind	0.6	-0.3	i
PfHsp40 yeast	0.9	0.3	0.6

Further structures follow.
9: O=C(Nn1cnnc1)c1cc2c(s1)CCCCC2
10: O=P(O)(c1ccccc1)c1ccccc1O
11: Cc1ccc(-c2c(C)sc3nc[nH]c(=O)c23)cc1C
12: COc1c(Br)cc(Br)cc1/C=N/n1c(C)nnc1C
13: CC1CCC(NC(=O)CN(C)CC(=O)Nc2ccc(F)cc2)CC1 (stereo unspecified)
14: CN(CCc1ccccc1)C(=O)c1ccc(NC(=O)Cc2ccc([N+](=O)[O-])cc2)cc1
15: Cc1ccc(CSCc2nc3ccccc3[nH]2)cc1
16: CCCn1nc(C(=O)NCC2COc3ccccc3O2)c2ccccc2c1=O (stereo unspecified)
assay / compound	9	10	11	12	13	14	15	16
BoNT A protease	1.4	-0.4	-3.8	0.9	1.0	0.7	-0.1	0.1
TcdB inh	.	.	4.0	.	1.3	1.0	1.9	-6.3
Y pestis TopoI	10	8	7	-1	-11	33	3	21
PrPC TRFRET	4	0	-6	-1	2	-14	11	0
Anthrax LF inh2	0	-1	-4	-2	-4	2	-3	2
SARS 3CLpro inh	5	-1	-8	5	.	.	0	.
PriA SSB inh	-4	-20	4	.	-16	1	-10	-9
BH1578 lux ind	-25	7.1	-0.4	5.6*	i	-0.6	-0.3	i
PfHsp40 yeast	-1.4	1.0	0.1	-1.2	-0.6	0.7	1.7	0.2

17: CCCCc1ccc(NC(=O)CSC2=NN3CCCC(=O)N=C3S2)cc1
18: C=CCn1c(C)cc(-c2csc(NC(=O)C3CCN(c4ncnc5sc(C)c(C)c45)CC3)n2)c1C
19: CS(=O)(=O)N1CC(C(=O)NC2CCCC2)Oc2ccc(Cl)cc21 (stereo unspecified)
20: O=C(Cn1ncc2c(=O)oc3ccccc3c21)NCc1cccnc1
21: COc1ccc(N2CCN(C(=O)CNC(=O)c3cccs3)CC2)cc1
22: Cc1ccc(NC(=O)CSc2nc3nc(C)cc(C)c3c(=O)[nH]2)cc1
23: Cn1c2ccccc2c(=O)c2c(=O)n(Cc3ccco3)c(-c3ccc(F)cc3)nc21
24: CCCCC(=O)Nc1ccc(NC(=S)NC(=O)c2cccs2)cc1OC
assay / compound	17	18	19	20	21	22	23	24
BoNT A protease	1.2	0.8	0.3	-0.1	-0.4	0.0	-2.3	-0.7
TcdB inh	-8.8	0.9	.	1.2	-0.4	0.3	-0.5	-0.5
Y pestis TopoI	31	-3	0	-3	3	16	13	3
PrPC TRFRET	2	-2	5	4	-5	0	5	8
Anthrax LF inh2	-3	-11	-4	-2	0	0	-10	0
SARS 3CLpro inh	-2	.	2	-1	-4	6	-1	4
PriA SSB inh	-3	2	-11	0	-12	-8	1	0
BH1578 lux ind	-0.6	-0.9	i	0.4	i	-0.2	-1.0	-0.4
PfHsp40 yeast	6.5	0.3	-1.8	0.1	-0.2	-0.9	0.5	0.5

25: COc1ccc(-c2cc3c(c4c2ccn4C)C2CCC3C2)cc1OC (stereo unspecified)
26: CCOC(=O)c1sc(=S)n(-c2ccc(OC)cc2)c1C
27: C[C@@H]1CCCCO[C@H](CN(C)C(=O)c2ccncc2)[C@H](C)CN([C@@H](C)CO)C(=O)c2cc(NC(=O)c3ccccc3)ccc2O1
28: NC(=O)c1cc(C(=O)Cc2ccc(Cl)cc2)c[nH]1
29: C/C(CC(=O)NCc1ccccc1)=N\NC(=O)c1cnccn1
30: O=C(NNC(=O)c1ccccc1Br)c1cnccn1
31: O=C(O)c1cccc2c1C(=O)N(Cc1ccccc1)C2
32: CC(C)(C)n1nnnc1C(c1cccs1)N1CCN(Cc2ccc3c(c2)OCO3)CC1 (stereo unspecified)
assay / compound	25	26	27	28	29	30	31	32
BoNT A protease	20	-1.8	-0.1	-1.8	0.5	-0.6	1.5	-0.8
TcdB inh	1.1	0.4	0.8&-0.6&-1.8	1.3	.	0.6	1.1	.
Y pestis TopoI	.	2	30	0	-4	6	2	4
PrPC TRFRET	-11	-9	-2	6	-8	2	4	-1
Anthrax LF inh2	6	-13	3	-11	-1	-8	-11	-4
SARS 3CLpro inh	.	-2	.	-1	3	.	2	-7
PriA SSB inh	.	7	.	18	.	1	0	-5
BH1578 lux ind	.	-0.9	i	-0.6	0.1	-0.5	-0.4	-2.9
PfHsp40 yeast	.	.	.	-0.9	2.1	-0.1	-1.5	0.3

33: CCOC(=O)CSc1nnc(CNC(=O)c2cccs2)n1Cc1ccccc1
34: CCCCNC(=O)O[C@@H]1C[C@@H]2CCN3C(=O)CCC[C@H]([C@H]1CC)[C@H]23
35: CCOC(=O)/C(=C\C=C\N1CCOCC1)C(C)=O
36: COc1ccccc1OCC(=O)Nc1ccc2c(c1)C(=O)N(CC1CCCO1)C2=O (stereo unspecified)
37: COc1cc(/C=N/c2oc(C)c(C)c2C#N)cc(Br)c1O
38: CCn1c(CSc2nc3ccccc3s2)nnc1SCC(=O)c1ccc(O)c(O)c1
39: CS(=O)(=O)c1ccccc1C(=O)N1CCN(S(=O)(=O)c2ccc(C3CCCCC3)cc2)CC1
40: Cc1sc2ncn(CCn3cnc4sc(C)c(C)c4c3=O)c(=O)c2c1C
assay / compound	33	34	35	36	37	38	39	40
BoNT A protease	-0.5	0.2	-0.3	-0.7	0.8	0.0	1.0	0.5
TcdB inh	.	1.7	0.7	0.7	2.2	.	1.1	.
Y pestis TopoI	0	8	-2	19	0	23	19	-2
PrPC TRFRET	5	0	10	-10	-2	-4	-2	-1
Anthrax LF inh2	2	-7	-1	-1	-9	-3	5	-5
SARS 3CLpro inh	2	3	0	2	-2	1	.	3
PriA SSB inh	2	-15	-9	4	.	5	0	-30
BH1578 lux ind	-0.9	-0.4	-0.5	i	i	i	-5.6	i
PfHsp40 yeast	0.4	1.5	-0.6	16	0.0	-1.5	-2.2	-0.5

41: Cc1nc(-c2ccc(S(=O)(=O)N3CCCCCC3)cc2)cs1
42: ClCC1CSC(=NC23CC4CC(CC(C4)C2)C3)O1 (stereo unspecified)
43: c1ccc2sc(NN=C3CCCC3)nc2c1
44: Cc1ccc2c(c1)CCCN2C(=O)Nc1ccc2c(c1)OCO2
45: CCOc1ccc(NC(=O)CN2CCN(CC(=O)c3ccc(OC)c(OC)c3)CC2)cc1
46: O=C(NNC(=O)C1CCN(S(=O)(=O)c2cccc(C(F)(F)F)c2)CC1)C1CC1
47: Cc1cc(NC(=O)c2ccccc2F)cc(C)c1OCC(=O)N1CCOCC1
48: O=C(CSc1nc(C2CC2)nc2ccccc12)N1CCCCC1
assay / compound	41	42	43	44	45	46	47	48
BoNT A protease	-0.7	0.4	-0.1	-1.7	0.3	0.7	-16	-0.5
TcdB inh	.	0.0	0.1	.	.	-0.8	0.1	-1.0
Y pestis TopoI	29	-1	1	4	6	0	1	11
PrPC TRFRET	-3	1	-8	0	0	0	1	9
Anthrax LF inh2	2	-4	-6	-4	0	-4	-3	0
SARS 3CLpro inh	-1	10	-3	-1	-3	4	1	6
PriA SSB inh	-10	-21	-11	-13	-7	-18	-11	-2
BH1578 lux ind	-0.5	0.5	-0.4	i	-0.3	-0.5	-0.8	i
PfHsp40 yeast	-1.4	-1.5	1.8	2.0	-0.2	-0.5	-0.5	0.3

49: Cc1ccc(C(=O)NCC(=O)N/N=C/c2cccs2)cc1[N+](=O)[O-]
50: Cc1cc(NC(=O)C2=C(O)c3ccccc3S(=O)(=O)N2C)no1
51: CC(=O)c1ccc(N2CCN(CC(=O)Nc3ccccc3C(=O)NC3CC3)CC2)c(F)c1
52: O=C(Nc1ccc(NC(=S)NC(=O)c2ccccc2Cl)cc1)c1cccc(Cl)c1
53: Cc1nn(CCOc2ccccc2)c(=O)n1-c1c(F)cccc1F
54: CCSc1ccc(-c2ccco2)nn1
55: O=C(CCC(F)(F)F)N1CCCC(CO)(CCc2ccccc2)C1 (stereo unspecified)
56: CCOC(=O)c1c(NC(=O)COC(=O)CC(NC(C)=O)c2ccccc2)sc(C(=O)NC)c1C (stereo unspecified)
57: CC1(C)CC2CC(C)(CN2C(=O)COC(=O)c2cccc(O)c2)C1 (stereo unspecified)
assay / compound	49	50	51	52	53	54	55	56	57
BoNT A protease	-0.5	-1.0	-0.2	-0.1	0.8	1.5	-0.6	-0.5	-0.9
TcdB inh	0.1	0.7	2.5	.	.	0.7	0.6	1.6	-0.4
Y pestis TopoI	3	1	1	-7	-1	0	3	24	8
PrPC TRFRET	-12	5	1	3	5	1	1	-1	4
Anthrax LF inh2	-3	-5	-5	-10	3	-2	5	5	-13
SARS 3CLpro inh	0	-3	.	16*	1	0	-3	.	.
PriA SSB inh	.	-7	-2	5	-14	-16&11	2	-14	-3
BH1578 lux ind	.	0.6	-3.1	-0.2	-0.3	-0.9	-0.7	-9.9	-1.6
PfHsp40 yeast	-1.0	-1.9	1.2	0.7	-0.2	0.0	-0.8	-0.3	-0.2

Compound activity deposited in PubChem BioAssay by several laboratories.
